Bioassay records (PubChem)
All columns: NCI-60 one-dose screen, growth in % after 48 h at 10 µM unless noted; 100 = growth as untreated, 0 = no growth, -100 = all killed.
HT29: HT29 colon cancer. actives 7.4% (n = 81,000)
NCI-H23: NCI-H23 lung cancer; AID 1794731; actives 4% (n = 80,000)
NCI-H522: NCI-H522 lung cancer. actives 8% (n = 78,000). AID 1794739
NCI-H226: NCI-H226 lung cancer; actives 3.5% (n = 79,000)
A498: A498 renal cancer cells; actives 5.4% (n = 76,000)
NCI-H322M: NCI-H322M lung cancer; AID 1794733; actives 2.7% (n = 80,000)
RXF 393: RXF 393 renal cancer cells; actives 6.9% (n = 77,000)
COLO 205: COLO 205 colon cancer | actives 7.3% (n = 79,000) | AID 1794742
NCI-H460: NCI-H460 lung cancer. actives 6.8% (n = 82,000)
* marks the source's active call; other numbers are inactive results; . = not tested or not shown; & = joins results of further samples; ! = not confirmed by another sample. How the source made its calls: active means growth percent below 10; inactive means the rest.

SMILES	HT29	NCI-H23	NCI-H522	NCI-H226	A498	NCI-H322M	RXF 393	COLO 205	NCI-H460
CC(=O)Nc1ccc(S(=O)(=O)N/N=c2/sc3ccccc3n2C)cc1	102	93	86	95	152	99	126	115	107
CC1CN(S(=O)(=O)c2oc(-c3ccc(Cl)cc3)nc2C#N)CC(C)O1 (stereo unspecified)	59	78	-16*	87	79	98	40	3.0*	103
COC(=O)c1noc2cc([N+](=O)[O-])ccc12	88	95	70	102	115	98	107	108	109
COC(=O)CCCNC(=O)C(=O)c1c(O)c(O)c(C(C)C)c2cc(C)c(-c3c(C)cc4c(C(C)C)c(O)c(O)c(C(=O)C(=O)NCCCC(=O)OC)c4c3O)c(O)c12	-23*	12	-39*	-17*	-7.3*	30	-7.0*	.	1.0*
CCCCOc1nc2ccc(Cl)cc2cc1/C=C/c1cc(/C=C/c2cc3cc(Cl)ccc3nc2OCCCC)[nH]n1	95	101	95	104	112	103	.	105	112
CC(C)C[C@@H](N)C(=O)N[S@@](=O)c1scc(F)c1F	92	94	82	101	124	101	113	112	102
Cc1cccc([C@@H]2C[C@H](O)Cc3cc(Br)c4ccccc4c3N2)c1	.	77	83	102	106	90	97	115	93
C[N+](C)(C)N	111	114	.	113	105	92	127	106	105
CCCCCCCCCCCCCCCCCC1=NC(C)(C)CN1CCO	-45*	39	-58*	18	117	60	-47*	-60*	-52*
NNc1nc(-c2ccccn2)nc2sc3c(c12)CCCCCC3	52	62	.	.	55	70	.	61	29
c1ccc(-c2noc3ncnc(Nc4ccc(N5CCCCC5)cc4)c23)cc1	99	96	88	.	74	99	120	111	104
CC12CCC(=O)N1CCc1[nH]cnc12 (stereo unspecified)	97	99	85	92	94	101	87	93	101
COc1cc(-c2nc(SCC(=O)c3ccc(Br)cc3)[nH]c(=O)c2C#N)cc(OC)c1OC	98	107	92	99	84	99	113	119	104
O=C(CSC(=S)N1CCOCC1)Nc1ccc(Cl)cc1	69	87	69	112	85	105	103	87	66
N#Cc1c(NC(=O)c2ccc(C(F)(F)F)c(Cl)c2)sc2c1CCC(=O)C2	-26*	-61*	-71*	-26*	74	40	-86*	-94*	-10*
CC(C)c1ccc2c(c1)[C@@H](O)C[C@@H]1C(C)(C)C(=O)[C@@H](O)C[C@@]21C	112	103	100	102	107	110	110	117	107
COc1nc(N)c(CNc2ccccc2)c(=O)n1C	108	93	84	90	99	102	98	114	107
COc1ccc(C(=O)N/N=C/c2cc(OC)c(O)c(OC)c2)cc1	114	85	109	91	100	.	93	106	105
CCOC(=O)c1nnn(CC(=O)Nc2ccccc2)c1C	88	96	70	105	92	99	115	122	102
CCCCc1c(O)cc(C)[nH]c1=O	99	98	97	88	147	77	116	128	118
O=[N+]([O-])c1cc(Br)cc2c1[nH]c1ccc(Br)cc12	59	58	64	54	76	58	44	52	74
C=CCc1c(C)nc(N)[nH]c1=O	103	108	110	94	91	109	105	119	105
COc1cc(/C=C2\CCc3ccccc3C2=O)cc(OC)c1OC	95	83	69	86	101	86	102	.	104
CC(=O)Oc1c2ccccc2c(OC(C)=O)c2ccccc12	110	106	93	107	98	122	101	110	102
CC(CCO)CCC(Br)C(C)(C)Br (stereo unspecified)	102	100	91	99	86	91	106	100	106
COc1ccc(C(=O)/C=C/c2ccc(C)cc2)cc1S(=O)(=O)NNC(=O)c1ccncc1	102	101	91	99	115	105	112	121	104
Nc1c(Br)cc(O)c2c1C(=O)c1ccccc1C2=O	54	33	54	108	76	99	81	135	102
O=C1OC(C2COC(c3ccccc3)O2)C(O)=C1O (stereo unspecified)	97	106	103	100	91	112	112	110	107
Cc1ccc2c(c1)sc1nc3nc4sc5cc(Cl)c(Cl)cc5n4c(=N)c3c(=N)n12	95	94	82	98	154	122	135	114	91
CC(C)OC(=O)CCCCCCCC(=O)OC(C)C	85	112	89	97	116	107	102	123	112

Rewritten comma-delimited: part of the list above.
molecule,HT29,NCI-H23,NCI-H522,NCI-H226,A498,NCI-H322M,RXF 393,COLO 205,NCI-H460
CCOC(=O)c1nnn(CC(=O)Nc2ccccc2)c1C,88,96,70,105,92,99,115,122,102
CC(=O)Oc1c2ccccc2c(OC(C)=O)c2ccccc12,110,106,93,107,98,122,101,110,102
COc1ccc(C(=O)N/N=C/c2cc(OC)c(O)c(OC)c2)cc1,114,85,109,91,100,.,93,106,105
COc1ccc(C(=O)/C=C/c2ccc(C)cc2)cc1S(=O)(=O)NNC(=O)c1ccncc1,102,101,91,99,115,105,112,121,104
CCCCc1c(O)cc(C)[nH]c1=O,99,98,97,88,147,77,116,128,118
COc1nc(N)c(CNc2ccccc2)c(=O)n1C,108,93,84,90,99,102,98,114,107

(cont.)
SMILES	HT29	NCI-H23	NCI-H522	NCI-H226	A498	NCI-H322M	RXF 393	COLO 205	NCI-H460
CNC(=O)c1cc(Oc2ccc(CC(=O)Nc3cc(C(C)(C)C)nn3C)cc2)ccn1	94	49	55	62	31	93	80	77	67
CC(=O)CC(=O)C(F)(F)F	113	95	106	.	110	96	113	99	107
Cc1c(-c2nnc(-c3ccccc3O)o2)nnn1-c1ccc([N+](=O)[O-])cc1	99	105	88	95	123	102	102	98	104
CC(CC(CCC(=O)O)(c1ccccc1)c1ccccc1)N(C)C (stereo unspecified)	105	99	105	95	95	96	105	104	107
CCOC(=O)n1c(-c2c(N)n[nH]c2N)nc2ccccc21	107	87	95	91	81	86	82	107	88
COCC(O)CN1CCN(Cc2ccc(OC)cc2)CC1 (stereo unspecified)	106	97	95	95	101	102	143	104	106
Cc1ccc(S(=O)(=O)Nc2ccc(C(=O)/C=C/c3ccccc3F)cc2)cc1	109	93	91	89	75	105	97	120	99
CCN(CC)CCCc1ccccn1	107	95	94	89	81	104	101	106	104
Nc1cccc2c1C(=O)c1ccc(Cl)cc1C2=O	102	93	87	97	67	82	78	97	96
COc1cc(/C=C\C(=O)O)cc(Cl)c1O	103	103	93	105	115	104	113	120	107
N#Cc1c(-c2ccccc2)nc(SCC2CO2)[nH]c1=O (stereo unspecified)	88	95	92	76	94	118	103	107	121
CN1C(=O)N(C)C2(c3ccccc3)n3c(s/c(=C\c4ccc(Br)cc4)c3=O)=NNC12c1ccccc1 (stereo unspecified)	82	83	84	.	.	70	86	95	48
NS(=O)(=O)c1ccc(Nc2nc(N/N=C/c3ccc(C(F)(F)F)cc3)nc(Nc3ccccc3)n2)cc1	11	53	38	37	40	53	-40*	29	15
COc1cc(-c2cc3ncccc3c3[nH]c(=O)c4cccnc4c23)cc(OC)c1OC	8.0*	44	34	28	-18*	53	-3.1*	-19*	8.6*
COc1cc2cc(Oc3ccc(NC(=O)Nc4cc(C(F)(F)F)cc(C(F)(F)F)c4)cc3)c(C)nc2cc1OCCN1CCCCC1	-65*	-73*	-53*	22	.	-87*	32	.	-78*
NC1=NC2OC(CO)C(O)C2O1 (stereo unspecified)	105	105&103	104	110	98&95	111&105	99&106	110&107	105&110
COc1ccc(-c2c3c(N)c4c(nc3nc3c2c(C)nn3-c2ccccc2)CCC4)cc1	40	.	78	99	100	.	94	88	85
CCN(CC)CCNc1cccc2c(SC)ccnc12	61	90	80	110	72	107	96	89	99
CC(C)(C)c1ccc(OC2CCO2)cc1 (stereo unspecified)	94	92	85	99	96	97	101	110	105
CC(=O)c1ccc[n+](Cc2ccccc2)c1	102	101	88	98	97	102	110	109	104
O=c1[nH]cnc2c1C(c1ccc(F)cc1)c1sc3c(F)cccc3c1O2 (stereo unspecified)	104	86	88	75	94	88	99	101	89
Cc1ccc(NC(=O)c2ccc(CN3CCC(C)CC3)c(C(F)(F)F)c2)cc1Oc1ccc(-c2[nH]nc3ncnc(N)c23)cc1	63	105	90	99	103	103	115	67	107
CCc1ccc(-c2cc(-c3ccccc3)n(-c3ccc(S(N)(=O)=O)cc3)n2)cc1	89	101	88	95	93	90	113	112	108
Cc1ccc(NC2CNC(=O)NC2=O)cc1C (stereo unspecified)	104	108	114	100	.	104	109	106	102
CC1=C/C(O)CC(=O)Cc2nc(co2)C(=O)N2CCC=C2C(=O)OC(C(C)C)C(C)/C=C\C(=O)NC/C=C\1 (stereo unspecified)	77	79	22	83	91	102	94	74	102
COc1ccc2c(c1)C(=O)c1c-2c(OCCN(C)C)nc2ccccc12	12	42	21	46	66	-5.2*	49	23	2.3*
COc1cc(OC)c(S(N)(=O)=O)cc1C1=NN(C=O)C(c2ccc(Cl)cc2)C1 (stereo unspecified)	106	107	104	96	99	125	.	113	106
O=C1CCC(N2C(=O)c3cccc(NCCOCCOCCOCCC(=O)NCCCC(=O)NC(c4ccc5c(c4)OCO5)c4cc(Cl)c5cccnc5c4O)c3C2=O)C(=O)C1 (stereo unspecified)	29	45	6.8*	45	104	40	44	24	27
CCOC(=O)c1[nH]n(-c2ccccc2)c(=O)c1C=NC(C)=S	123	91	110	96	102	107	107	104	106
COc1ccc(/C=C2/C(=O)/C(=C/c3ccc(OC)cc3OC)C3CCC2N3C)c(OC)c1	37	65	80	68	50	68	81	67	55

Next part; the last 3 above are carried over.
SMILES	HT29	NCI-H23	NCI-H522	NCI-H226	A498	NCI-H322M	RXF 393	COLO 205	NCI-H460
O=C1CCC(N2C(=O)c3cccc(NCCOCCOCCOCCC(=O)NCCCC(=O)NC(c4ccc5c(c4)OCO5)c4cc(Cl)c5cccnc5c4O)c3C2=O)C(=O)C1 (stereo unspecified)	29	45	6.8*	45	104	40	44	24	27
CCOC(=O)c1[nH]n(-c2ccccc2)c(=O)c1C=NC(C)=S	123	91	110	96	102	107	107	104	106
COc1ccc(/C=C2/C(=O)/C(=C/c3ccc(OC)cc3OC)C3CCC2N3C)c(OC)c1	37	65	80	68	50	68	81	67	55
CN(C)CCCOc1c2ccc(Cl)cc2nc2c1oc1ccccc12	-46*	.	-40*	-0.7*	-92*	-13*	-66*	-59*	7.6*
CN(C1c2ccccc2Oc2ccccc21)S(=O)(=O)c1ccc(Cl)c(Cl)c1	71	88	59	84	85	81	87	94	99
COc1ccc(-c2[nH]c(=S)[nH]c(=O)c2C#N)cc1	108&103	94&101	101&93	102&104	87&82	102&96	116	102&121	102&115
COc1ccc2nc3cc(Cl)ccc3c(Nc3ccc(N(C)C)cc3)c2c1	72	92	87	83	95	109	.	85	71
FC(F)(F)C(C(Cl)Cl)C(Cl)(Cl)Cl (stereo unspecified)	101	111	.	105	.	102	108	106	103
Cc1c(-c2ccccc2)nnn1-c1ccc(F)c(Cl)c1	79&86	87&107	82	75&101	115&97	97&117	91&109	106&140	118&101
O=C(c1c[nH]c2ccccc12)c1n[nH]c(=S)n1-c1cccc(Cl)c1	98	100	90	92	98	98	115	108	102
CCc1ccccc1-c1nc(CN[C@@H]2C[C@@H]3C[C@H]([C@H]2C)C3(C)C)c(C)o1	-74*	-79*	-86*	-69*	-91*	-92*	-85*	-75*	-55*
O=C1c2cccc3c(N4CCN(c5ccccc5)CC4)ccc(c23)C(=O)N1c1cccc(-c2nn(-c3ccccc3)cc2-c2nc3ccccc3s2)c1	116	88	108	82	126	97	106	110	110
COC1=C(Nc2cccc(C)c2C)C(=O)C(OC)=C(Nc2cccc(C)c2C)C1=O	102	97	92	99	78	90	104	.	110
O=C1Nc2ccccc2/C1=N\c1nnc(-c2ccccc2)o1	99	92	88	89	91	87	92	107	99
Cc1ccccc1NC(N)=O	97	112	88	99	97	110	.	106	105
COc1ccc(N2CSC(=S)N(c3ccc(OC)cc3)C2)cc1	94	78	57	77	74	80	92	110	89
CCN(CC)C(=S)SC(SC(=S)N(CC)CC)C(=O)c1nnn(-c2ccc([N+](=O)[O-])cc2)c1C	87	98	79	104	67	98	114	95	74
CCc1ccc(NC(=O)N[C@@H](Cc2cc(F)cc(F)c2)C(=O)N[C@@H]2C(=O)N3CCC[C@H]3C(=O)N3CCO[C@H](C)[C@H]3C(=O)N[C@@H](CO)C(=O)N3C[C@H](C)C[C@H]3C(=O)O[C@H]2C)c(F)c1	30	35	18	4.4*	.	51	-5.2*	-43*	16
COc1ccc2nc3cc(Cl)ccc3c(NCCCNCCC(C)O)c2c1 (stereo unspecified)	4.0*	-49*	-34*	-3.4*	-79*	-25*	-68*	-78*	-53*
N#Cc1ccc2c(c1)C(=O)c1c-2n(CCCN)c(=O)c2cc([N+](=O)[O-])ccc12	-100*	-58*	-72*	-72*	-39*	-81*	-88*	-100*	-100*
O=c1[nH]cnc2ccc([N+](=O)[O-])cc12	113	102	99	99	93	106	124	110	106
CC1CCCCN1 (stereo unspecified)	114&116	93&105	106	80&108	73&124	106&133	102&118	109&110	103&112
CCCCCCCC/C=C/CCCCCCCC1=NC(C)(C)CN1C(C)C	-51*	-2.4*	-58*	61	66	77	-68*	-67*	-46*
CN(/N=C/c1ccccc1O)C(=O)c1ccccc1N	102	108	86	.	86	109	106	115	105
O=C(Nc1cccc(Cl)c1)c1ccccc1	107	101	102	104	74	104	106	116	111
CN(C)CCCC(=O)Nc1ccc(Cn2nnc3c2C(=O)c2nnn(Cc4ccc(NC(=O)CCCN(C)C)cc4)c2C3=O)cc1	11	2.1*	72	102	73	38	91	-9.7*	31
C=C(C)[C@@H]1CC[C@]2(C(=O)OC)CC[C@]3(C)[C@H](CC[C@@H]4[C@@](C)(CC/C(N)=N/O)[C@H](C(=C)C)CC[C@]43C)[C@@H]12	99	107	95	97	95	105	112	107	100
Cc1cc(=O)[nH]c(N/N=C/C(C)C)n1	102	98	99	95	.	107	111	99	112
COc1cc(C(=O)c2ccc3c(c2)OCO3)cc(OC)c1OC	-1.3*	41&49	-30*!	73&52	6.2*	55&41	4.2*!	21&19	11&14
